NadD block = NadD (S. aureus) enzyme inhibition; purified NadD enzyme, colorimetric absorbance read-out; AID 602399; 360,000 tested, 0.78% active; inhibition, % at 20 µM; in the data active = inhibition above about 26%; also: some compounds past the cut are filed as inactive
CSN deneddyl inh = CSN deneddylation inhibition. Q92905. Purified CSN, SCF-Nedd8-OG deneddylation, fluorescence polarization. inhibition, % at 12.5 µM. 360,000 tested, 0.38% active. AID 651999;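 active = pattern-corrected inhibition above about 35%, with an unprinted fluorescence ratio check between 0.5 and 1.5, limit read from the data, passing the limit was not always enough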;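 also: 0% = enzyme with substrate and 100% = substrate without enzyme; some results filed as inactive read as strong as hits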
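Assay system: purified human Csn5 enzyme expressed in HEK293T cells; Input: 0.24 nM Csn5 enzyme, final concentration; Reagent: 10 nM SCFSkp2-Nedd8OG; Compound dosing: 12.5 µM single point; Times: reaction 90 min, room temperature; Technique: fluorescence polarization readout.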
TbMetRS inhib = blocks T. brucei methionyl-tRNA synthetase activity; purified T. brucei MetRS, ATP depletion, Kinase-Glo luminescence; inhibition, % at 11.9 µM; 360,000 tested, 0.4% active;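 active = inhibition above a per-plate cutoff of the control wells' mean inhibition plus 3 SD, cut at about 5.5% in these data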;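 also: 0% = DMSO wells median and 100% = median of wells with control inhibitor compound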
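Material: T. brucei methionyl-tRNA synthetase, purified; reagent: substrates ATP, L-methionine and bulk Escherichia coli tRNA; dosing: 11.9 µM single point; timing: 15 min plus 2 h at 25 °C; detection: luminescence of leftover ATP; evaluation: % inhibition; control set: DMSO-only wells as low control; replicates: singlicate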
LMPTP inh = LMPTP (human) inhibition. recombinant LMPTP-A, OMFP fluorogenic substrate, fluorescence intensity. inhibition, % at 20 µM. 360,000 tested, 0.22% active. AID 651560. P24666;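 active = compounds that cut the enzyme signal by at least half of the control window in the single-dose screen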;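 also: plate controls were DMSO wells with enzyme plus substrate for no effect and substrate without enzyme for full effect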
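Buffer or medium: Bis-Tris pH 6.0, DTT, detergent; Assay system: LMPTP-A enzyme; Quantity: 0.625 nM enzyme; Detection: endpoint fluorescence intensity; Times: 50 min dark incubation at room temperature; Controls: substrate-only low control, DMSO enzyme-plus-substrate high control; Doses: single 20 µM dose; Read-out: percent inhibition versus substrate-only and uninhibited controls; Reagent: 400 µM OMFP.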
STEP inh = STEP (human) phosphatase inhibition; P54829; recombinant STEP, OMFP fluorogenic substrate, fluorescence; inhibition, % at 20 µM; 360,000 tested, 0.25% active; AID 588621;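 active = inhibition at 20 µM, scaled per plate between control wells, above about 37%, limit read from the data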;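 also: 0% = DMSO with enzyme and substrate and 100% = substrate only without enzyme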
Target sequence (P54829 whole entry, looked up): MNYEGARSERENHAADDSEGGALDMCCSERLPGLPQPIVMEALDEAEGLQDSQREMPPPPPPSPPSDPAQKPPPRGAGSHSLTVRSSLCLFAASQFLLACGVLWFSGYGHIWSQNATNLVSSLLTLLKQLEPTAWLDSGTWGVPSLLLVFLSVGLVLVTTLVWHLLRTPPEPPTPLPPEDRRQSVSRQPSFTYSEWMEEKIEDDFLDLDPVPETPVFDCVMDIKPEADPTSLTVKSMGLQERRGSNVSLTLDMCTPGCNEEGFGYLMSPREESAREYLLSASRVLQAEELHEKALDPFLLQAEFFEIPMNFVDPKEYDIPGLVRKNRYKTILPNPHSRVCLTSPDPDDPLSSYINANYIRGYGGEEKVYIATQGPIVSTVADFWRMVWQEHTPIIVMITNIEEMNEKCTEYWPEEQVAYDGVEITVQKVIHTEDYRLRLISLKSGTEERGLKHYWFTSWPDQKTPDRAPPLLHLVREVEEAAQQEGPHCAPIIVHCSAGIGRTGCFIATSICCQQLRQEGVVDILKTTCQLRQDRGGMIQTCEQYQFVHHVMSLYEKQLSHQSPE
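material = STEP tyrosine phosphatase | reagent = fluorogenic phosphatase substrate OMFP at 25 µM final | doses = single compound dose of 20 µM, 1% DMSO final | schedule = 20 min reaction, room temperature, in the dark | measured by = fluorescence, 480/540 nm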
Rpn11 inh = inhibitors of human proteasome Rpn11 | calls only at 20 µM | O00487 | human 26S proteasome, Ub4-pepOG fluorescence polarization; 20S core pre-blocked with epoxomicin | AID 588493 | 360,000 tested, 0.59% active;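 active = inhibition at 20 µM, scaled to each plate's controls, above about 33%, limit read from the data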
Target sequence (O00487 whole entry, looked up): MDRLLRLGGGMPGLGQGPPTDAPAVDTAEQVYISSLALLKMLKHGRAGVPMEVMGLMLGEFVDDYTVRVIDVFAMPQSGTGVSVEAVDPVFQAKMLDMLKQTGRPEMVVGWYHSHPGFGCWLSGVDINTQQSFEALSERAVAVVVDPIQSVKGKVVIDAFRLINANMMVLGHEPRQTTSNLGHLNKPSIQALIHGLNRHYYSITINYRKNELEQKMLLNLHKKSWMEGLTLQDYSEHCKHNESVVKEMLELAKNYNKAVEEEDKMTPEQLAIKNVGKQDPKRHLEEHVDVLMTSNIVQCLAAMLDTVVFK
DNMT1 block = blocks human DNA methyltransferase DNMT1 | P26358 | inhibition (reported as % activation of signal), % at 10 µM | 360,000 tested, 0.83% active | DNMT1 molecular beacon, Hinp1I cleavage, fluorescence | AID 588458; in the data active = inhibition above about 50%
Scp1 inh = Scp-1 (human) phosphatase inhibition. Q9GZU7. Recombinant Scp1, phosphopeptide, malachite green phosphate absorbance. inhibition, % at 20 µM. 340,000 tested, 0.88% active. AID 493091;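 active = inhibition above about 50% at 20 µM, limit read from the data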;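 also: plate controls were DMSO wells with enzyme for no effect and wells lacking enzyme for full effect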
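System: truncated SCP-1 phosphatase (76-261aa); medium: Tris acetate buffer pH 5.5 with MgCl2 and Tween-20; incubation: 45 min room-temperature reaction, 5 min colour, 30 min stabiliser; compound: single 20 µM dose, 1% DMSO; reagent: Phosphorylated 17-residue peptide substrate; read-out: % inhibition at 20 µM; technique: colorimetric free-phosphate detection, absorbance 630 nm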
SUMO1 PPI mod = modulators of human SUMO1-mediated protein-protein interactions. 360,000 tested, 0.33% active. SUMO1 binding to a labelled peptide, TR-FRET, 1 h. P63165. inhibition, % at 20 µM. AID 602429; in the data active = inhibition above about 37%
Target sequence (P63165 whole entry, looked up): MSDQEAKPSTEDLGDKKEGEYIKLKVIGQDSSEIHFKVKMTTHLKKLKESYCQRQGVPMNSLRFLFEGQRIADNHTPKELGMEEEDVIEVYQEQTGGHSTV
MsrA inh = bovine MsrA inhibition; purified bovine MsrA, absorbance read-out; inhibition, % at 15.5 µM; 360,000 tested, 0.75% active; in the data active = inhibition above about 4.5%;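 also: 0% = vehicle wells with enzyme and 100% = reference inhibitor wells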
* = called active by the depositor; i = inactive; · = not tested or not shown; + = active, no number. This is a random part of the collection. Share with any hit: about 3.9%.

mol	LMPTP inh	CSN deneddyl inh	MsrA inh	Scp1 inh	STEP inh	Rpn11 inh	TbMetRS inhib	NadD block	SUMO1 PPI mod	DNMT1 block
O=C(/C=C/c1ccc(F)cc1)N1CC[C@@]2(O)CCCC[C@H]2C1	-0.3	-5	1.2	5	-2	i	0.3	-2	-3	2
N#C/C(=C\c1ccc(OC(F)F)cc1)C(=O)N1CCCCC1	-0.1	-6	-0.2	-7	-3	i	0.1	3	-5	1
CC(=O)Nc1ccc(NC(=O)COc2ccc(Cl)cc2Cl)cc1	-0.6	0	-0.1	-19	-2	i	1.4	-5	0	1
Cc1ccc(S(=O)(=O)N(C)CC(=O)OCC(=O)c2ccc3c(c2)NC(=O)CO3)cc1	1.4	0	-1.0	25	3	i	0.3	-1	-2	-3
O=S1(=O)C[C@H](N2CCC(Cc3ccccc3)CC2)[C@@H](COCc2ccccc2)N1	-0.4	-3	-0.6	·	0	i	-0.6	-6	1	-1
Cc1c(P(=O)(c2ccccc2)c2ccccc2)c2ccccc2n1C	0.6	3	-0.3	·	-1	i	-0.3	2	0	18
CC(=O)C[C@@H](O)CC(=O)[C@@H]1OC(=O)[C@@H](C)C/C=C\Cc2ccccc21	-1.2	-7	-1.0	-5	0	i	-1.1	-5	2	2
Cc1noc(C)c1NC(=O)N(C)C[C@@H]1Oc2c(NC(=O)c3ccncc3)cccc2C(=O)N([C@H](C)CO)C[C@@H]1C	-1.6	2	0.5	94*	-3	i	-0.7	36*	3	3
CC(Sc1ccccc1)C(=O)NN=C1CCN(C)CC1 (centres undefined)	-3.9	-7	-0.6	-3	1	i	-0.7	-4	3	-1
Cc1cc(C)n2cc(COc3ccc4ccccc4c3)nc2n1	0.1	0	0.1	-1	-1	i	-0.1	8	-1	-1
OCCC1CN(Cc2cc(F)ccc2-n2cccn2)CCN1Cc1ccc(F)cc1 (centres undefined)	-1.9	-3	0.0	-1	-1	i	-1.4	-8	0	0
O=C1/C(=C/c2cccnc2)Oc2cc(OS(=O)(=O)c3ccc(Cl)cc3)ccc21	-0.6	2	0.5	5	2	i	-0.5	7	-11	-8
CCc1ccccc1N1CC23C=CC(O2)C(C(=O)O)C3C1=O (centres undefined)	-0.7	-2	-0.5	11	-2	i	-0.9	1	3	4
COc1ccc(C(=O)c2nccc3cc(OC)c(OC)cc23)cc1OC	0.1	18	·	-7	0	i	0.1	3	1	47
CCOCCCNc1c2c(nc3cc(-c4ccc(F)cc4)nn13)CCC2	-0.2	0	-0.4	7	1	i	-0.6	6	4	4
O=C(NCC1CCCO1)C1CCN(S(=O)(=O)c2cccnc2)CC1 (centres undefined)	1.9	2	-1.4	-5	0	i	-2.2	-3	-5	4
O=C(CSC1=N/C(=C/c2ccc(Cl)c(Cl)c2)C(=O)N1c1ccccc1F)NC1CC1	4.1	3	0.1	-5	-2	i	-0.3	10	-2	-12
O=C(NCC1CCCO1)C(=O)N/N=C/c1ccc(O)c(Cl)c1 (centres undefined)	-5.1	2	5.3*	-19	-1	i	0.2	-2	-12	0
CON(C)S(=O)(=O)c1ccc2c(c1)N(Cc1ccc(C)cc1)C(=O)C1CCCN21 (centres undefined)	0.5	1	1.0	-4	4	i	-0.6	20	3	-12
CSC1=NSC2=NC(=O)/C(=C\c3ccc(OC(=O)c4ccco4)cc3)C(=N)N12	0.8	11	0.5	17	2	i	-0.7	13	10	6
C[C@H](CO)N1C[C@H](C)[C@@H](CN(C)Cc2ccccc2)OCc2cnnn2CCCC1=O	-2.9	1	-0.2	·	-4	i	-0.9	3	-1	1
CCC(C)(C)n1nnnc1C(CC(C)C)N1CCC(C(N)=O)CC1 (centres undefined)	-0.4	-1	-0.3	-2	-3	i	-0.7	0	-2	-1
CCN1CCN(C(=O)c2ccc(C(F)(F)F)cc2)CC1	-2.0	0	-0.8	-4	-2	i	0.1	18	1	1
COc1ccc(OCC(=O)OCCN2C(=O)c3ccccc3C2=O)cc1	1.3	-6	-0.2	44	4	i	0.2	4	-4	16
CC(C)(C)NC(=O)CSC(=Nc1cccc(F)c1)NC#N	0.8	26	-0.4	-5	-4	i	-0.1	-3	4	-5

Following part
mol	LMPTP inh	CSN deneddyl inh	MsrA inh	Scp1 inh	STEP inh	Rpn11 inh	TbMetRS inhib	NadD block	SUMO1 PPI mod	DNMT1 block
O=c1c2ccccc2nc(COc2ccccc2)n1/N=C/c1c[nH]c2ccccc12	1.2	2	-1.0	12	1	i	0.4	5	0	-8
CCOc1cccc(C2C(C#N)=C(N)Oc3cc(C)n(Cc4ccccn4)c(=O)c32)c1OCC (centres undefined)	-0.5	-2	-0.1	-11	-3	i	-0.1	4	5	-3
CCOc1ccc2nc(SCC(=O)NCc3ccco3)sc2c1	0.2	10	0.3	-18	-2	+	0.1	-5	-2	5
Cc1cc(C(=O)OCC(=O)Nc2ccccc2F)c(C)o1	-0.6	0	-1.1	0	-3	i	-0.1	11	0	2
CN1CCN(S(=O)(=O)c2ccc(C(=O)NC3CCCCC3)cc2)CC1	-0.6	-2	-1.2	-2	-4	i	-0.3	-1	-1	-5
Cc1cccc(OCC(=O)Nc2nnc(-c3ccco3)s2)c1	-1.0	5	0.7	-5	0	i	1.0	-2	0	24
COc1ccccc1C(=O)NNC(=O)c1ccc(NS(=O)(=O)c2cccs2)cc1	0.7	0	-0.5	-7	0	i	-0.1	-1	-2	4
Cc1c(Cc2ccccc2)c(=O)oc2cc(OCC(=O)NCC(O)c3ccccc3)ccc12 (centres undefined)	0.3	-4	0.4	-5	0	i	-0.1	-8	-5	-8
Cc1cc(C(=O)OCC(=O)NC(=O)NC(C)(C)C)c(C)o1	-0.2	0	-0.7	-3	-3	i	0.3	2	-2	-1
COc1cc(/C=N/NC(=O)CC2(C)OCCCO2)ccc1OCc1ccc(Cl)cc1Cl	0.9	1	-0.1	-12	0	i	2.2	-9	-9	2
COc1ccc(N/C=C(\C2OC(=O)c3ccccc32)[N+](=O)[O-])cc1 (centres undefined)	1.2	3	0.9	-1	-2	i	1.0	4	-4	8
CCc1ccccc1OCC(=O)Nc1cccc(S(=O)(=O)NC2=NCCCCC2)c1	0.5	-4	-0.6	10	-1	i	20*	-10	9	2
NC(=O)C[n+]1cccc(C(=O)Nc2ccccc2)c1	-0.5	4	-1.2	90*	-2	i	-1.1	6	1	0
COCC(=O)OCn1nnc2ccccc2c1=O	-1.5	1	-1.6	-5	0	i	-0.2	-4	-3	5
C[C@](N)(Cc1ccc(O)c(O)c1)C(=O)O	5.8	-2	-0.1	-1	0	i	-0.7	-1	0	6
COc1ccc(CCNC(=O)Nc2ccc3c(c2)c(=O)n(C)n3Cc2ccc(F)cc2)cc1OC	-2.0	2	-0.2	·	-5	i	-0.6	-2	-3	-2
CCCNC(=O)c1ccc2c(=O)c(O)c(C)[nH]c2c1	-0.3	0	0.2	-11	6	i	-0.1	-4	-7	7
O=C(c1cccc(S(=O)(=O)NCc2ccccc2)c1)N1CCN(c2ccccc2Cl)CC1	1.5	0	-0.2	-8	-2	i	-0.2	-4	0	-7
CC(=O)Nc1ccc(C(=O)N/N=C/c2ccc(F)cc2)cc1	-0.5	2	-0.3	-3	-2	i	-0.7	-5	0	0
COC(=O)C1CCN(C(=O)COC(=O)C2CCN(S(=O)(=O)c3c(Cl)cccc3Cl)CC2)CC1	-0.3	-3	-0.3	8	-2	i	0.1	-2	6	-2

Quoted from the listing (14 entries):
mol	LMPTP inh	CSN deneddyl inh	MsrA inh	Scp1 inh	STEP inh	Rpn11 inh	TbMetRS inhib	NadD block	SUMO1 PPI mod	DNMT1 block
O=C(/C=C/c1ccc(F)cc1)N1CC[C@@]2(O)CCCC[C@H]2C1	-0.3	-5	1.2	5	-2	i	0.3	-2	-3	2
N#C/C(=C\c1ccc(OC(F)F)cc1)C(=O)N1CCCCC1	-0.1	-6	-0.2	-7	-3	i	0.1	3	-5	1
CC(=O)Nc1ccc(NC(=O)COc2ccc(Cl)cc2Cl)cc1	-0.6	0	-0.1	-19	-2	i	1.4	-5	0	1
Cc1ccc(S(=O)(=O)N(C)CC(=O)OCC(=O)c2ccc3c(c2)NC(=O)CO3)cc1	1.4	0	-1.0	25	3	i	0.3	-1	-2	-3
O=S1(=O)C[C@H](N2CCC(Cc3ccccc3)CC2)[C@@H](COCc2ccccc2)N1	-0.4	-3	-0.6	·	0	i	-0.6	-6	1	-1
Cc1c(P(=O)(c2ccccc2)c2ccccc2)c2ccccc2n1C	0.6	3	-0.3	·	-1	i	-0.3	2	0	18
CC(=O)C[C@@H](O)CC(=O)[C@@H]1OC(=O)[C@@H](C)C/C=C\Cc2ccccc21	-1.2	-7	-1.0	-5	0	i	-1.1	-5	2	2
Cc1noc(C)c1NC(=O)N(C)C[C@@H]1Oc2c(NC(=O)c3ccncc3)cccc2C(=O)N([C@H](C)CO)C[C@@H]1C	-1.6	2	0.5	94*	-3	i	-0.7	36*	3	3
CC(Sc1ccccc1)C(=O)NN=C1CCN(C)CC1 (centres undefined)	-3.9	-7	-0.6	-3	1	i	-0.7	-4	3	-1
Cc1cc(C)n2cc(COc3ccc4ccccc4c3)nc2n1	0.1	0	0.1	-1	-1	i	-0.1	8	-1	-1
OCCC1CN(Cc2cc(F)ccc2-n2cccn2)CCN1Cc1ccc(F)cc1 (centres undefined)	-1.9	-3	0.0	-1	-1	i	-1.4	-8	0	0
O=C1/C(=C/c2cccnc2)Oc2cc(OS(=O)(=O)c3ccc(Cl)cc3)ccc21	-0.6	2	0.5	5	2	i	-0.5	7	-11	-8
CCc1ccccc1N1CC23C=CC(O2)C(C(=O)O)C3C1=O (centres undefined)	-0.7	-2	-0.5	11	-2	i	-0.9	1	3	4
COc1ccc(C(=O)c2nccc3cc(OC)c(OC)cc23)cc1OC	0.1	18	·	-7	0	i	0.1	3	1	47
